Compound activity as filed in PubChem.
PGC1a acetyl inh: inhibitors of PGC1a acetylation signal, primary screen, cell-based, U2OS, AlphaScreen, inhibitor mode. AlphaScreen anti-acetyl-lysine; with virally co-expressed GCN5 acetyltransferase. inhibition, % at 15.6 µM. 350,000 tested, 0.17% active;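 active = every replicate shows inhibition of at least 40%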;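 also: 0% = neutral control wells and 100% = positive control wells; some results beyond the cut were filed as inactive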
Statin myotox sup: suppressors of statin myotoxicity in C2C12 myotubes, primary screen, cell-based, single point, plate reader; C2C12 myotubes + simvastatin, ATP luminescence, 48 h; scaled: DMSO 0, geranylgeraniol control 100; rescue of ATP level, % at 7.49 µM; 330,000 tested, 0.78% active; AID 602340, 2012;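 active = mean ATP rescue above about 67%, or every replicate alone reaching that limit, limit read from the data, passing the limit was not always enough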;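 also: myotubes were challenged with 10 µM simvastatin during compound exposure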
CFTR F508del cor: F508del CFTR correction, initial screen, CFBE line, single point. CFBE cells, YFP halide quenching; stimulated with forskolin plus potentiator P3; % fluorescence drop versus neutral controls. activity (quench increase), % at 7.58 µM. 350,000 tested, 0.36% active;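 active = mean added fluorescence quench of at least 8% versus neutral control, with both replicates also reaching 8%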;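 also: cells transiently co-express mutant CFTR-F508del with the halide-sensitive YFP; corrector assay measuring rescue of mutant channel to the surface after 24 h compound exposure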
miR122 inh: miR-122 Renilla sensor signal increase in Huh7, primary screen, miR-122 inhibitor project, cell-based, single point, plate reader | Huh7 miR-122 Renilla luciferase sensor, 48 h; neutral wells = 0, positive control = 100 | activation (reporter increase), % at 12.5 µM | 340,000 tested, 0.3% active | AID 602342, 2012;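 active = mean replicate activation score at least 90 and every replicate individually at or above 90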;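 also: higher luciferase means less miR-122 activity so hits act as miR-122 inhibitors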
INS-1E GSIS act: GLuc luminescence reporter in INS-1E cells, primary screen for activators of glucose-dependent secretion of insulin; INS-1E GLuc reporter insulin secretion, 2-3 h; activation, % at 16.6 µM; 370,000 tested, 0.61% active; AID 743287, 2014;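 active = lowest replicate activation of at least 40%, so every replicate reaches that level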;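 also: 0% = median of neutral control wells and 100% = median of IBMX positive control wells; some compounds called inactive have numbers as strong as hits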
PglD DTNB: C. jejuni PglD acetyltransferase inhibitors, primary screen, biochemical, DTNB colorimetric, single point; UDP-N-acetylbacillosamine N-acetyltransferase PglD (Campylobacter jejuni); purified PglD enzyme, DTNB colorimetric CoA detection; inhibition, % at 12.5 µM; 360,000 tested, 0.098% active; in the data active = inhibition above about 16%, passing the limit was not always enough; also: strong numbers were not always called active
FN deposition inh: inhibitors of fibronectin matrix deposition, primary screen, AH1F cells, Alexa488-fibronectin fluorescence, plate reader; AH1F fibroblasts, overnight; AID 743247, 2014; 350,000 tested, 0.086% active; inhibition, % at 12.6 µM;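 active = mean inhibition across replicates of 30% or more, regardless of how many single replicates reach that level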;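 also: positive control wells lacked labelled fibronectin entirely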
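Test system: AH1F fibroblast monolayer depositing Alexa488-labelled fibronectin into matrix. Input: 10000 cells per well. Technique: fluorescence, ex 485 nm, em 525 nm. Buffer or medium: DMEM plus 2% serum, read in PBS. Timing: 1 h cell adhesion before compound, then overnight fibronectin incubation. Compound: single dose, pinned. Read-out basis: inhibition from reduced deposited-fibronectin fluorescence.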
Cneo AK release: Cryptococcus neoformans cell lysis inducers, primary screen, AK release luminescence, single concentration | 360,000 tested, 0.2% active | C. neoformans lysis, adenylate kinase release luminescence, 4 h; normalised: neutral wells 0, clomiphene wells 100 | lysis activity, % at 15 µM | AID 651654, 2012;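 active = mean lysis activity across replicates of at least 80%, whatever share of replicates individually reach that level; inactive = mean lysis activity below 80%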
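Assay system: Cryptococcus neoformans yeast cells / Dosing: single-point compound dose / Timing: 4 h at 37 °C static, read 1 h later / Measured by: luminescence of released adenylate kinase using an AK detection reagent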
Numbers without * were called inactive; . = no result given; [ ] = remark or other dose. An unsorted share of the library, and some 2.1% of all compounds hit somewhere here.

SMILES	PGC1a acetyl inh	Statin myotox sup	CFTR F508del cor	miR122 inh	INS-1E GSIS act	PglD DTNB	FN deposition inh	Cneo AK release
C[C@H](CO)N1C[C@H](C)[C@H](CN(C)Cc2ccc(C(F)(F)F)cc2)Oc2ccc(N(C)C)cc2C1=O	-6	-64	0.7	18[16.7 µM]	-16	0	-4	10
C[C@@H]1CN([C@@H](C)CO)C(=O)Cc2cc(NC(=O)Cn3cnnn3)ccc2O[C@H]1CN(C)Cc1ccccc1	.	21	1.1	-4[16.7 µM]	10	-2	.	10
N#C[C@@H]1[C@@H](c2ccccc2C2=CCCCC2)[C@@H](CO)N1S(=O)(=O)c1ccccc1	11	.	-1.3	.	2	.	-5	.
COc1cccc(C(=O)NC(=S)NCc2ccco2)c1	21	.	.	-7	.	-1	6	11
Cn1nnnc1SCC(=O)N1c2ccccc2Sc2ccccc21	-1	37	.	-8	.	1	.	-2
CN(C(=O)CSc1nnc(N)s1)C1CCCCC1	5	3	-0.1	-1	5	2	2	-1
COc1ccc(NC(=O)CCN2C(=O)c3ccncc3C2=O)cc1OC	2	6	-1.5	-6	25	7	14	-1
O=C(C1CC1)N1CC[C@@H]2[C@H]1c1cc(C#Cc3ccccc3F)ccc1N[C@@H]2CO	7	-5	0.1	-12[16.7 µM]	-2	1	7	-5
COc1ccc(-n2cc(CNC3CCC(O)CC3)c(-c3cccc(F)c3)n2)cc1 (stereo not drawn)	.	-13	-2.8	-17	3	7	-4	3
C[C@@H]1CN([C@@H](C)CO)C(=O)c2cc(NS(=O)(=O)c3ccccc3)ccc2O[C@@H](C)CCCCO[C@@H]1CN(C)C(=O)CCCN(C)C	4	.	1.0	-2[16.7 µM]	15	-3	2	1
COc1ccc(CCNC(=O)c2cc(-c3ccncc3)nc3ccc(S(=O)(=O)N4CCOCC4)cc23)cc1OC	-8	-11	1.7	1	12	-1	-8	-4
Cc1ccc(S(=O)(=O)N2CCOCC2)cc1NC(=O)COc1ncnc2ccccc12	.	-6	.	-1	-2	.	-19	.
CCOC(=O)Cn1nnc(-c2ccc(S(C)(=O)=O)cc2)n1	12	41	.	-1	9	.	3	.
Cc1c(NC(=O)Cn2nc(C(F)(F)F)c3c2CCCC3)c(=O)n(-c2ccccc2)n1C	-4	17	.	1	.	-1	.	-2
O=C(CN1C(=O)NC2(CCCCC2)C1=O)Nc1ccc2c(c1)OCCCO2	.	1	1.2	.	-11	0	8	-6
O=C(NCC1OCCc2ccccc21)c1ccco1 (stereo not drawn)	-8	3	.	-1	.	5	.	0
CC(C)OC(=O)CC1C(=O)NCCN1C(=O)COc1ccc(C(C)(C)C)cc1 (stereo not drawn)	.	-20	-2.8	-3	7	1	1	0
CCn1c(=O)c2c(nc3n2CCCN3CCc2ccc(OC)c(OC)c2)n(C)c1=O	2	2	0.6	13	21	-1	4	4
CCCNC(=O)C1CC(c2ccc(C(F)(F)F)cc2)=NO1 (stereo not drawn)	8	-7	-3.3	4	-1	-1	1	-3
CNC[C@@H]1Oc2c(NS(=O)(=O)c3ccccc3)cccc2C(=O)N([C@@H](C)CO)C[C@H]1C	-4	10	-0.2	12[16.7 µM]	-8	1	-6	3
COc1ccccc1NC(=O)N[C@@H]1C=C[C@@H](CC(=O)N[C@@H](C)c2ccccc2)O[C@H]1CO	-10	-5	-0.7	.	0	2	0	-5
CCOC(=O)c1c(CSc2ccccc2)n(C)c2ccc(O)cc12	-16	-4	-1.6	13	2	-4	4	-6
O=C(NNC(=O)C1C2CCC(C2)C1C(=O)O)c1cccc(Cl)c1 (stereo not drawn)	-16	-2	5.4	0	-8	-2	-1	-13
Cc1noc(C)c1CCC(=O)Nc1c(C(C)C)cccc1C(C)C	.	-7	2.1	.	-12	2	4	6
O=c1oc2ccccc2cc1-c1csc(Cc2nc(-c3ccc(Br)cc3)cs2)n1	0	-4	.	-2	.	-1	.	1
CC(Sc1ncc(C#N)c(N)n1)C(=O)Nc1ccccc1 (stereo not drawn)	3	9	.	3	.	-1	.	5
COc1ccc(OC)c(C(C)NC(=S)Nc2ccc(S(=O)(=O)Nc3ncccn3)cc2)c1 (stereo not drawn)	.	1	0.5	.	14	1	-5	2
COc1cccc(CNc2nc(NCc3cccs3)nc3ccsc23)c1	.	-50	2.2	-1	2	4	13	-1
CN1CCN(c2cc(=O)n(-c3ccc(Cl)cc3)c(=O)[nH]2)CC1	-2	-9	0.5	-4	.	.	-8	-3
COCCNC(=O)C1CCCN(Cc2ccccc2F)CC1 (stereo not drawn)	.	5	.	1	.	-3	.	-1
Cn1c(=O)c2ccccc2n(CC(=O)NC2CCCC2)c1=O	2	2	2.4	1	6	5	-3	0
COc1ccc(S(=O)(=O)N(C)C[C@H]2Oc3c(NC(=O)c4cnccn4)cccc3C(=O)N([C@H](C)CO)C[C@H]2C)cc1	0	-31	-0.5	8[16.7 µM]	5	5	.	1
COc1cccc(NC(=O)C2c3cc(OC)c(OC)cc3C(=O)N(C)C2c2cccnc2)c1 (stereo not drawn)	-7	-5	.	-4	.	-2	-6	-1
COc1ccc(C#Cc2ccc3c(c2)[C@H]2[C@H](CCN2C(C)=O)[C@@H](CO)N3C)cc1	11	27	-0.8	-1[16.7 µM]	5	-1	-2	-7
CCC(=O)N1CCc2cc(S(=O)(=O)CCC(=O)NCCC3=CCCCC3)ccc21	-4	-5	.	0	.	-3	-11	0
O=C(COC(=O)c1ccc([N+](=O)[O-])o1)NCc1ccc(F)cc1	-2	-1	-1.4	-5	-15	4	3	1
Cc1ccc(Nc2nnc(SCc3cc(=O)n4ccsc4n3)s2)c(C)c1	-3	16	.	8	.	5	5	2
COc1ccc(NC2=NC(C)(CO)CS2)cc1 (stereo not drawn)	.	-2	4.0	-3	4	5	2	-1
COC(=O)c1ccc(C(=O)Nc2ccc(C(C)C)cc2N)cc1	-2	4	.	22	-9	-2	.	-2
COc1ccc(N(CC(=O)N2CCN(c3cccc(C)c3)C(C)C2)S(=O)(=O)c2c(C)n[nH]c2C)cc1 (stereo not drawn)	-7	9	3.9	-2	-34	0	.	3
COc1ccc2oc(C(=O)OCC(=O)N3CCN(C(C)=O)CC3)c(C)c2c1	.	-7	3.6	.	13	-1	-6	-2
CC(C)NC(=O)N[C@@H]1CC[C@@H](CC(=O)NCc2ccc(Oc3ccccc3)cc2)O[C@H]1CO	3	30	-3.4	.	9	3	-4	-4
Cc1ccc(N2CCN(S(=O)(=O)c3cccs3)CC2C)cc1 (stereo not drawn)	.	.	-0.9	.	16	1	-7	-1
Cc1ccc(N=Nc2c(N)nn3c(N)c(C#N)c(C)nc23)cc1	-5	3	0.9	-14	27	0	11	1
CN(C)S(=O)(=O)c1ccc(/C(O)=C2/C(=O)C(=O)N(Cc3cccnc3)C2c2ccco2)cc1 (stereo not drawn)	0	1	.	-1	.	-5	.	13
Clc1ccc(-c2nc3ncccn3c2Nc2ccc3c(c2)OCO3)cc1	-42	18	.	1	.	-4	2	-3
COc1ccccc1CNC(=O)C[C@@H]1CC[C@H]2[C@@H](COC[C@@H](O)CN2Cc2ccccc2)O1	-6	37	-3.5	-4[16.7 µM]	-1	3	-2	39
CCN(CC)C(=O)CC(c1ccc(N(C)C)cc1)c1c(OC)cc(OC)c2ccc(=O)oc12 (stereo not drawn)	16	21	-1.9	3	-10	5	8	-1
Cc1ccc(S(=O)(=O)Nc2cccnc2)cc1C	43	3	-1.5	9	-1	0	5	3
COc1ccc(S(=O)(=O)N2CC[C@@H]3[C@H]2c2cc(-c4ccc(C#N)cc4)ccc2N[C@@H]3CO)cc1	1	9	-3.8	47[16.7 µM]	14	1	-39	8
CN(C(=O)c1ccc(NC(=O)Cc2ccc(NC(=O)C3CCN(C(=O)c4ccccc4)CC3)cc2)cc1)C1CCCC1	-3	-23	3.7	-2	-4	0	8	-1
CC1=C(OC(=O)c2ccc(Br)cc2)C(C)(C)C(c2ccccc2)OC1=O (stereo not drawn)	5	-9	.	-4	-21	-8	.	-2
CSc1ccccc1NC(=O)COC(=O)Cc1cccs1	12	.	-2.3	.	1	.	5	.
O=C(C[C@@H]1CC[C@@H](NC(=O)Nc2ccc(C(F)(F)F)cc2)[C@H](CO)O1)NCc1cc(F)cc(F)c1	6	6	-1.6	.	-1	-2	.	38
COc1cccc(C(=O)NCCN2CCN(c3ccc(Cl)cc3)CC2)c1	.	5	0.3	-2	-11	2	0	1
O=C(CCCn1c(=O)[nH]c2ccsc2c1=O)N1CCCCC1	-10	.	.	-2	25	-1	.	-1
CCOC(=O)c1cc(-c2ccccc2C)nn1Cc1cc(C)no1	-6	11	-0.2	-2	.	2	-1	-12
Clc1ccc(CN2C3=NCCCN3c3ccccc32)cc1Cl	-30	-16	4.3	-7	6	-3	.	-1
